Screening results deposited in PubChem by National Center for Advancing Translational Sciences (NCATS).
rTrxR1 inhibitor: inhibitors of rat thioredoxin reductase 1; recombinant rTrxR1, NADPH fluorescence consumption, selenite substrate; O89049; 1% of 390,000 active; Potency, µM (titrated, usually from 114 µM), for inactives: at the top dose activity change, negative = inhibition, hits mostly inhibitors; note: potency is the fitted concentration of half-maximal effect; % is set by controls: 0 for no effect and ±100 for the full control effect; nearly all actives have a fitted effect of over 65% in size
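Rat TrxR1 (90 nM in the dispensed reagent) was pre-reduced with 400 uM NADPH for 5 min at room temperature, then incubated with compound for 15 min. After 400 uM selenite was added, NADPH fluorescence (Ex 340/Em 450 nm) was followed for 8 min.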
Pin1 inh: human Pin1 inhibition; 0.009% of 390,000 active; Potency, µM (top dose mostly 115 µM), inactives show at the top dose activity, negative = inhibition, hits mostly inhibitors; Q13526; Pin1 FP peptide displacement, HiFluor488, 10 min; AID 504891; active = well fitted inhibition curve with a large enough effect in the polarisation, with a control signal flat, not every such curve was filed as active; inconclusive = small, poorly fitted or top-dose-only effect, or effect the other way, or a change in a side signal; inactive = no such curve, though single readings can be large or run the other way; the % refers to the polarisation; note: potency is the fitted concentration of half-maximal effect; % is set by controls: 0 for no effect and ±100 for the full control effect
Target sequence (Q13526 whole entry, looked up): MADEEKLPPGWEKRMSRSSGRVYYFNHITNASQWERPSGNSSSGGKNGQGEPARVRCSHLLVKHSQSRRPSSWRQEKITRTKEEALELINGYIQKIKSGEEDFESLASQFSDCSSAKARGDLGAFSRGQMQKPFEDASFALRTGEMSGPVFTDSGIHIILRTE
USP1 inh: USP1/UAF1 (human) deubiquitinase inhibition; O94782; recombinant USP1/UAF1, Ub-Rhodamine cleavage fluorescence; Potency, µM (series often up to 57.1 µM), for the others: at the top dose activity change, negative = inhibition, actives largely listed as inhibitors; 0.23% of 390,000 active; note: potency is the fitted concentration of half-maximal effect; % is set by controls: 0 for no effect and ±100 for the full control effect; nearly all actives have a fitted effect of over 60% in size; inactives centre near -12
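Step one: compound is pinned into 1nM USP1/UAF1 in HEPES pH 7.8 buffer with TCEP. Step two: 15 min room-temperature incubation. Step three: Ub-Rho (150nM final) starts cleavage, tracked by fluorescence over six one-minute reads.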
IDH1 R132H inh: blocks human mutant IDH1 R132H enzyme. O75874. 0.093% of 390,000 active. IDH1-R132H enzyme, NADPH consumption, diaphorase/resazurin fluorescence. Potency, µM (highest dose often 76.6 µM), for the others: top-dose activity change, negative = inhibition, most hits filed as inhibitors; note: potency is the fitted concentration of half-maximal effect; % is set by controls: 0 for no effect and ±100 for the full control effect; nearly all actives have a fitted effect of over 65% in size
Target sequence (O75874 whole entry R132H, stated change not applied): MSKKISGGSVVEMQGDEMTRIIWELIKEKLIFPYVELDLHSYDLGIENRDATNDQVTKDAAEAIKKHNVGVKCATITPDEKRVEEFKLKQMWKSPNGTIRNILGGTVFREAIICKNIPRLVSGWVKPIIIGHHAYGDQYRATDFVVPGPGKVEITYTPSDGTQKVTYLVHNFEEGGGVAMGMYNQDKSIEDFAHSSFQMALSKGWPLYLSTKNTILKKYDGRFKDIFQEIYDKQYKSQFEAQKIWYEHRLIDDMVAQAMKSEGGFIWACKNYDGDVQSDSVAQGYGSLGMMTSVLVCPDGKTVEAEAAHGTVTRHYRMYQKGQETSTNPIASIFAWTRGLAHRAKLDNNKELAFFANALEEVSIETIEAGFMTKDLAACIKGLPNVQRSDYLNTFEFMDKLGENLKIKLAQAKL
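IDH1-R132H (0.5 ug/mL dispensed) in pH 7.5 Tris buffer was preincubated 30 min with compound, then given a substrate mix of 0.016 mM NADPH and 2 mM alpha-KG for 80 min at room temperature; remaining NADPH was read by diaphorase/resazurin fluorescence.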
TrxR1 substrate: is turned over as a substrate by rat TrxR1 | O89049 | purified TrxR1 substrate turnover, NADPH consumption readout | Potency, µM (doses to about 114 µM), for inactives: at the top dose activity change, negative = substrate turnover | 0.01% of 390,000 active | AID 588456; note: potency is the fitted concentration of half-maximal effect; % is set by controls: 0 for no effect and ±100 for the full control effect; nearly all actives have a fitted effect of over 50% in size
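Rat TrxR1, dispensed at 90 nM, was prereduced with 400 uM NADPH (final) for 5 min at ~22 deg C, then incubated with compound 15 min before 400 uM selenite. A first-read NADPH fluorescence drop versus no-compound background flagged substrates.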
PGK inhibitor: blocks T. brucei phosphoglycerate kinase; PGK/GAPDH coupled, Kinase-Glo luminescence, 60 min; Potency, µM (doses to about 57.5 µM), inactives show top-dose activity change, negative = inhibition, hits mostly inhibitors; 0.043% of 380,000 active; AID 602233; note: potency is the fitted concentration of half-maximal effect; % is set by controls: 0 for no effect and ±100 for the full control effect; nearly all actives have a fitted effect of over 60% in size
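Luminescent ATP detection (Kinase-Glo Plus) follows a 60-minute room-temperature incubation, with wells lacking PGK as controls. Buffer: 100 mM TEA (pH 7.6), 5 mM MgCl2, 0.01% Tween-20. Coupling enzyme GAPDH (100 nM final) supplies unstable 1,3-BPG in-well.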
HP1b chromo inh: HP1-beta chromodomain-methylated histone interaction inhibition; P83916; AlphaScreen HP1-beta / biotin-H3K9me3 peptide binding; Potency, µM (titrated, usually from 114 µM), for the others: at the highest dose activity change, negative = inhibition, hits mostly inhibitors; 0.56% of 390,000 active; note: potency is the fitted concentration of half-maximal effect; nearly all actives have a fitted effect of over 70% in size; inactives centre near 23
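HP1-beta protein (50 nM final) preincubated 30 min at room temperature with biotinylated H3(1-18)K9me3 peptide (50 nM) in PBS pH 7.4, 0.01% Tween-20, then compound added for 30 min. AlphaScreen streptavidin donor/nickel chelate acceptor beads (10 ug/mL final), 30 min dark, luminescence read.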
GLS inhibitor: blocks human kidney-isoform glutaminase activity. O94925. GLS enzymatic activity, qHTS titration. Potency, µM (series often up to 45.5 µM), without a hit: top-dose activity change, negative = inhibition, hits mostly inhibitors. 0.21% of 410,000 active. AID 624170; note: potency is the fitted concentration of half-maximal effect; % is set by controls: 0 for no effect and ±100 for the full control effect
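Two-point fluorescence kinetic (t0, 30 min RT) for hKGA; glutamate detected via glutamate oxidase–HRP–Amplex Red. Substrate: 1 mM L-glutamine solution; buffer 45 mM KH2PO4, pH 8.2.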
PI4K2A inh: PI4K2A (human) kinase inhibition; activity change, negative = inhibition, % at 76.9 µM; purified PI4K2A, ADP-Glo luminescence, 1 h; hits give low values; 0.13% of 420,000 active; AID 1346378; in the data active = activity change below about -50%; inconclusive = mostly about -30% to -49%;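 note: -100% = wells without enzyme as full effect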
Target sequence (Q9BTU6 whole entry, looked up): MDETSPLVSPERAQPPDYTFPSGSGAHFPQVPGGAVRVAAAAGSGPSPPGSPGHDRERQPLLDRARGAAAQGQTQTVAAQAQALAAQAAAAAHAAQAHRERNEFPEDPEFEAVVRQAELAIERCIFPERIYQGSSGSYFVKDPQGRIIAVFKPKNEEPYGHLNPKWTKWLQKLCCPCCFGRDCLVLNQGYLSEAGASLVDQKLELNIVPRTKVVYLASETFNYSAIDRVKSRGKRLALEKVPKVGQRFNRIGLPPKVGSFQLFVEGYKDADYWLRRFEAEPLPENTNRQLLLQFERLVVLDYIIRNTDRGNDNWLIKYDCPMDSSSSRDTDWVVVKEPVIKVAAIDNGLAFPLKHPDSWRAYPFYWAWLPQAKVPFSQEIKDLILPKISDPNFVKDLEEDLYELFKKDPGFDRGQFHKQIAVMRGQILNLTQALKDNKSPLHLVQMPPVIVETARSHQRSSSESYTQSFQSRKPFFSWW
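Compounds are screened against recombinant PI4K2A using PI as substrate and ATP, the latter dispensed at 300 microM. Reactions run one hour at ambient temperature before ADP-Glo detection; full inhibition defined by wells lacking enzyme.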
The depositor's hits bear a star; i = inactive; ? = inconclusive; nt = no result given; [ ] = dose if it differs, or a comment. Unless noted, calls come from the whole dose curve; as a rule, active = well fitted curve in the direction sought with a large enough effect; inconclusive = small, poorly fitted or top-dose-only effect, or another doubt; inactive = no such curve, though single readings can be large; an effect the other way counts as inactive or inconclusive.

no.	rTrxR1 inhibitor	Pin1 inh	USP1 inh	IDH1 R132H inh	TrxR1 substrate	PGK inhibitor	HP1b chromo inh	GLS inhibitor	PI4K2A inh	mol
1	7%	-2%	-1%	-6%	6%	nt	16%	-7%	6	O=C1c2ccccc2C(O)(Cc2ccccc2)N1CCCN1CCOCC1 (centres undefined)
2	34%[57.1 µM]	4%	-17%	6%	-9%[57.1 µM]	i	38%	-16%	-1	O=Cc1ccc(OCC(=O)N2CCOCC2)cc1
3	31%	118%[activator]	-36%	5%	6%	-10%	56%[activator]	3%	-1	CCCCCCSc1ccc([C@H]2N[C@@](Cc3ccccc3)(C(=O)OC)[C@H]3C(=O)N(C)C(=O)[C@@H]23)cc1OC
4	21%[11.4 µM]	-12%	-7%	0%	-1%[11.4 µM]	0%	36%	-1%	-5	CC(NC(=O)Nc1nnc(C(F)(F)F)s1)N1C(=O)C2C3C=CC(C3)C2C1=O (centres undefined)
5	12%[57.1 µM]	-1%	-22%	-1%	6%	0%	25%	1%	1	COc1ccccc1C(=O)NC1CCN(C(=O)Nc2ccc(F)cc2)CC1
6	-5%[2.29 µM]	1%	1%	2%	-3%[2.29 µM]	0%	-3%[57 µM]	18%	8	O=Nc1c(O)[nH]c2ccc(Cl)c(Cl)c12
7	-7%	0%	-17%	-2%	-2%	3%	20%	-3%	3	O=C(Nc1cccc([N+](=O)[O-])c1)N1CCCc2ccccc21
8	15%[57.1 µM]	-4%	-11%	0%	0%[57.1 µM]	-1%	-6%	4%	-6	Cc1cccc(Cc2cnc(N3C(=N)SC(C)C3=O)s2)c1 (centres undefined)
9	18%[57.1 µM]	-16%	-9%	-5%	12%[57.1 µM]	-1%	30%	-13%	-1	COC(=O)C1CCN(S(=O)(=O)CCNC(=O)c2ccc(F)cc2)CC1
10	-13%	-6%	-7%	15%	-7%	i	0%	20%	0	O=C(COC(=O)C1c2ccccc2Oc2ccccc21)NC1CCS(=O)(=O)C1 (centres undefined)
11	-6%	1%	-19%	-1%	4%	-8%	25%	-9%	-2	COc1ccc(-c2ccc(=O)n(CC(=O)Nc3nnc(C(C)C)s3)n2)cc1OC
12	11%[57.1 µM]	-1%	-1%	2%	8%[57.1 µM]	7%	27%	-10%	-7	NS(=O)(=O)c1ccc(N/N=C/c2ccc3c(c2)OCO3)c([N+](=O)[O-])c1
13	-5%[57.1 µM]	0%	-24%	7%	-9%	i	32%	4%	1	O=C(O)[C@H](Cc1c[nH]c2ccccc12)Nc1ncccc1[N+](=O)[O-]
14	6%	-4%	-12%	4%	4%	-4%	20%	-11%	5	O=C(CSCc1ccc(Br)cc1)Nc1ccccc1C(=O)N1CCOCC1
15	1%	2%	-16%	9%	-2%	i	33%[activator]	-15%	-2	COc1cccc(C(C)NC(=O)c2c(F)cccc2Cl)c1 (centres undefined)
16	21%	3%	-16%	3%	3%	14%	20%	4%	-1	C=CCn1c(SCC(=O)NCCc2ccccc2)nnc1C(C)NC(=O)c1cccs1 (centres undefined)
17	3%	-8%	-19%	4%	-6%	-6%	34%	1%	-3	CCN(CC(=O)Nc1ccc(NC(C)=O)cc1)C(=O)COc1ccccc1-c1ccccc1
18	3%	13%	-17%	4%	-6%	-3%	0%	3%	2	COc1ccc(C(=O)N/N=C/c2ccc(OC(=O)c3cccc4ccccc34)c([N+](=O)[O-])c2)cc1
19	10%	-7%	-2%	-1%	-3%	-7%	26%	3%	-2	O=C1CN(S(=O)(=O)c2ccccc2)c2ccccc2N1
20	-56%[57.1 µM]	0%	-5%	1%	-1%[11.4 µM]	-7%	28%	-1%	-16	Cc1cc(NC(=O)CN2CCN(S(=O)(=O)c3ccc4ccccc4c3)CC2)no1
21	-11%	-2%	-7%	-1%	28%	-3%	21%	-11%	-2	COc1ccc2[nH]c(=O)c(CN(CCCN3CCOCC3)C(=O)NCc3ccccc3)cc2c1
22	1%	46%[activator]	1%	-8%	0%	-3%	18%	6%	-3	Cc1ccc(C(=O)CCC(=O)OCC(=O)N(CC(C)C)c2c(N)n(Cc3ccccc3)c(=O)[nH]c2=O)cc1
23	-20%	-9%	-21%	9%	2%	-5%	18%	8%	-3	Cc1c(C(=O)CN2CCSCC2)c2ccccc2n1C
24	56µM*	1%	-12%	0%	-4%	-12%	66%[activator]	17%	-11	CCN(c1ccc(C)cc1)S(=O)(=O)c1nnc(NC(=O)c2ccco2)s1
25	21%	3%	-3%	-4%	5%	-1%	24%	-1%	4	C=CCSc1nc(N)cc(=O)[nH]1
26	5%	1%	-13%	-3%	17%	-7%	24%	?	0	Cc1c(-c2nnnn2-c2ccc(F)cc2)cnc2cc3c(cc12)OCO3
27	9%	2%	-9%	1%	5%	-3%	36%	-4%	-2	Cc1cc(C)nc(SCCN(C)C)n1
28	-10%	-6%	-5%	13%	-16%	-6%	20%	22%	3	O=S(=O)(Nc1ccc(-n2cnnn2)cc1)c1ccccc1F
29	-7%	3%	4%	-2%	-2%	7%	36%	3%	4	CC1CCCN(S(=O)(=O)c2cccc([N+](=O)[O-])c2)C1 (centres undefined)
30	-8%	0%	-14%	2%	1%	2%	2%	3%	5	O=C(Cc1ccc2c(c1)OCCO2)N1CCN(S(=O)(=O)c2ccccc2C(F)(F)F)CC1
31	13%[57.1 µM]	-4%	-9%	1%	1%[57.1 µM]	i	19%	-6%	-6	O=C(OCC(=O)N1CCN(C(=O)c2ccco2)CC1)c1ccccc1
32	21%[57.1 µM]	2%	-17%	-5%	43%	-1%	13%	1%	1	CCCCc1cc(=O)oc2c(C)c(OCC(=O)N3CCC(C(N)=O)CC3)ccc12
33	19%	7%	-23%	-6%	-1%	-1%	33%	1%	0	N#C/C(=C(/O)CO/N=C/c1ccccc1Cl)c1nc2ccccc2[nH]1
34	9%	4%	-1%	14%	6%	-2%	13%	1%	7	COC(=O)C(Cc1cncn1COCc1ccccc1)NC(=O)OC(C)(C)C (centres undefined)
35	?	-12%	-18%	5%	2%	6%	?	1%	8	C/C=C/c1ccc(OCCn2cncn2)c(OC)c1
36	36%	7%	-28%	-5%	11%	-10%	22%	-3%	7	COc1ccccc1CNC(=O)C1CCC(CNS(=O)(=O)c2ccc(NC(C)=O)cc2)CC1 (centres undefined)
37	7%	-1%	-21%	9%	-4%	i	23%	0%	-4	Cc1ccc(-c2nn(-c3ccccc3)cc2C(=O)NCC2CCCO2)cc1 (centres undefined)
38	4%	-4%	-14%	-7%	0%	-4%	14%	3%	-6	Cc1ccc(-c2nc3ccc(Cl)cn3c2Nc2ccc3c(c2)OCCO3)s1
39	nt	nt	-24%	-8%	nt	-2%	nt	-8%	2	Cc1ccc(CC#N)c(-c2c(CC#N)ccc(C)c2C)c1C
40	3%[57.1 µM]	1%	-12%	1%	10%[57.1 µM]	-9%	31%	-2%	0	Cc1ccc(COc2ccc(C)nc2[N+](=O)[O-])cc1
41	6%	-15%	-4%	-16%	1%	-1%	28%	9%	3	CCOc1ccc(CCNC(=O)c2cc(C)on2)cc1OCC
42	17%	2%	-25%	0%	1%	-1%	36%	-1%	0	CCOC(=O)N1CCN(CC(O)COc2ccc3c(c2)CCC3)CC1 (centres undefined)
43	-13%	8%	-25%	23%	6%	-9%	47%[activator]	0%	-4	C[C@H](CO)N1C[C@H](C)[C@@H](CN(C)S(=O)(=O)c2ccc(F)cc2)Oc2ccc(NC(=O)CCN3CCOCC3)cc2C1=O
44	10%	-9%	-23%	11%	-8%	-4%	21%	2%	-3	[2H]C(CCOS(N)(=O)=O)c1ccc(C(C)(C)C)cc1 (centres undefined)
45	3%	3%	-29%	-5%	2%	-3%	36%	3%	-3	C=CCOC1=CS(=O)(=O)N(Cc2ccc(Br)cc2)c2ccc(Br)cc21
46	14%[57.1 µM]	-6%	?	1%	4%[57.1 µM]	2%	34%	-1%	0	CN(C)CCCC1(O)c2ccccc2CCc2ccccc21
47	18%[57.1 µM]	-4%	-5%	6%	5%[57.1 µM]	2%	17%	7%	-18	Cn1cnc2c(oc3ccccc32)c1=O
48	-22%	5%	-9%	0%	?	1%	13%	0%	0	Cc1cc(C(=O)N/N=C/c2ccc[nH]2)no1
49	6%	-1%	8%	-10%	-2%	0%	16%	0%	0	CCN1C(=NCCc2ccc([N+](=O)[O-])cc2)N[C@@H](c2ccccc2)[C@H](C(=O)OC)[C@H]1C
50	?	-12%	-2%	1%	-3%	nt	23%	-14%	-6	Cc1ccc(-c2ccnc(=S)[nH]2)cc1
51	9%	-1%	-12%	8%	5%	-5%	11%	0%	-1	O=C(Cn1c(=O)n2ncnc2c2c3c(sc21)CCCC3)c1ccccc1
52	28%	6%	-16%	43%[activator]	-4%	-7%	82%[activator]	-4%	1	COc1ccc(NC(=O)n2ncc3c(C)cccc32)cc1
53	15%	-13%	?	12%	4%	i	-14%	12%	-2	O=C(CSc1nnc(Cc2ccccc2)o1)N1CCCc2ccccc21
54	-7%	-3%	-5%	3%	0%	-1%	39%	0%	2	CC(C)(C)C(=O)OCc1cn(-c2ccccc2)nn1
55	-3%[57.1 µM]	-7%	-13%	2%	-8%	-5%	24%	4%	-4	O=C(Nc1ccncc1)c1cc2ccccc2o1
56	-23%	-3%	-3%	16%	-13%	-4%	?	-1%	-6	c1ccc(OCc2nn3c(Cn4nnc5ccccc54)nnc3s2)cc1

Not all compounds are listed, so the mix of outcomes need not match the whole.
